Screening results from PubChem.
ROC1-CUL1 inh = inhibitors of human ROC1-CUL1 ubiquitin ligase activity | in vitro K48 di-Ub FRET, acceptor:donor ratio, 45 min | inhibition, % at 10 µM | hit rate 0.6% among 140,000; in the data active means inhibition above about 25%
Target sequence (P62877 whole entry, looked up): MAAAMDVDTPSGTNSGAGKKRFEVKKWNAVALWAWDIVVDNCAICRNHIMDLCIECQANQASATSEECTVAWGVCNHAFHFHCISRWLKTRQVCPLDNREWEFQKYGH
Target sequence (Q13616 whole entry, looked up): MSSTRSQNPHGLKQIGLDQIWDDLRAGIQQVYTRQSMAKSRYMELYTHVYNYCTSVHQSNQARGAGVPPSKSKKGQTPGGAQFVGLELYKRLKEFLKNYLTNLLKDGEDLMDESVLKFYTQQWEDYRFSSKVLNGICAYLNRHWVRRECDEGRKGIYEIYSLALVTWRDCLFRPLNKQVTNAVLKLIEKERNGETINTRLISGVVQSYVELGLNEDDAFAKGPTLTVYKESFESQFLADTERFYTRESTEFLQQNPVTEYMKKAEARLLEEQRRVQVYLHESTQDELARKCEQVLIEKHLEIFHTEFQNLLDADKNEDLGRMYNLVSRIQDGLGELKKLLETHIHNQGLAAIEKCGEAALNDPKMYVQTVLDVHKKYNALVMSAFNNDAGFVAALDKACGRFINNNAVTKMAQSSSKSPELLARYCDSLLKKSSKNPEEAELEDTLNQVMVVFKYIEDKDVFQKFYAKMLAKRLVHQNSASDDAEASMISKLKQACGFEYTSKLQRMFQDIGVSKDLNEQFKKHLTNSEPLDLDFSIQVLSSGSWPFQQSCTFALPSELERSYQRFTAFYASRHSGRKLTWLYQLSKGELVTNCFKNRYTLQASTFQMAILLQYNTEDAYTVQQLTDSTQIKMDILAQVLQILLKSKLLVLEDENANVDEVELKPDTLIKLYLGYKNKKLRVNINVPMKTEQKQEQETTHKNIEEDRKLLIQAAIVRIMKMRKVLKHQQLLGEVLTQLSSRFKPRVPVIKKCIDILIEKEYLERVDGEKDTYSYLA
Starred values were filed as active, the others as inactive. Only part of the results is shown; the hit share may differ from the screen's.

compound	ROC1-CUL1 inh
CCc1n[nH]c2c1CN(C(=O)C(=O)Nc1cccc(F)c1)CC2	15
COCc1noc(-c2ccc(NCc3cnc4ccccc4c3)nc2)n1	-3
Cc1cccc(NC(=O)N2CCN(C(=O)c3nsc4ccccc34)CC2)c1C	-4
Cc1cc(C)nc(SCCC(=O)Nc2cccc3ccccc23)n1	6
COc1cccc(NC(=O)CSc2nc3c(oc4ccccc43)c(=O)n2Cc2ccco2)c1	-3
N#Cc1cccc2c3c([nH]c12)CCCC3	2
C=CCNC(=S)N/N=C/c1cc(I)c(O)c(OC)c1	-10
Cc1ccc(-n2nc(-c3ccc(F)cc3)c3cnc4cc5c(cc4c32)OCO5)cc1C	0
COc1ccc(C2Nc3ccc4ccccc4c3C3=C2C(=O)CC(C)(C)C3)c(OC)c1OC (configuration not stated)	1
O=C(NC(NCc1ccccn1)(C(F)(F)F)C(F)(F)F)c1ccco1	-6
CCCCOC(=O)C(C)n1cnc2sc3c(c2c1=O)CCC(C)C3 (configuration not stated)	5
CCOC(=O)c1ccccc1NC(=O)c1ccc(-c2ccccc2)cc1	4
Cc1ccc(OCC(=O)Nc2nc(-c3ccccc3)cs2)c(Br)c1	6
O=C1OC(c2ccc(Br)cc2)N(C(=O)c2ccc(-c3ccccc3)cc2)c2ccccc21 (configuration not stated)	-6
Cc1ccc(CN(CC(=O)NCCc2ccccc2)S(=O)(=O)c2ccc(C)cc2)cc1	-4
Cn1c(=O)oc2cc(S(=O)(=O)Nc3ccc(C(=O)O)cc3)ccc21	-4
CCN(Cc1nccn1C)C(=O)c1ccc(NCc2ccccc2)nc1	5
COc1ccc(C(=O)Nc2ccccc2SCC2=Nc3c(C)cccc3C(=O)C2)cc1	-6
CN1CCCC2(CCN(Cc3ccc4c(c3)CCO4)C2)C1=O (configuration not stated)	4
Cc1ccc2nc(COc3cccc(NC(=O)COc4ccccc4F)c3)cc(=O)n2c1	-2
CCOc1ccc(-c2c(C)nn3c(C)c(C(=O)NCCc4ccccc4)cnc23)cc1OCC	-16
O=C(NCC(F)(F)F)c1ccc2oc(Cc3ccc(Cl)cc3)nc2c1	-3
Cn1c(SCc2cccc(F)c2)nnc1-c1cccs1	-4
COCCNC(=O)c1ccc(OC)cc1OC1CCN(CC=C(C)C)CC1	13
FC(F)(F)c1cccc(N2CCN(Cc3nnc(-c4ccc5c(c4)OCO5)o3)CC2)c1	0
CCN(CC)c1ccc(NC(=O)CN2CCN(S(=O)(=O)c3cc(Cl)ccc3OC)CC2)cc1	1
COc1ccc(OCC(=O)NC(=S)Nc2ccc(S(=O)(=O)Nc3cc(C)on3)cc2)cc1	-6
CC(C)CNc1ncnc2c1sc1nc(N3CCOCC3)c3c(c12)CC(C)(C)OC3	8
Cc1noc(Cn2c(=O)c3cc4c(cc3n(CC(=O)Nc3ccc(C(C)C)cc3)c2=O)OCO4)n1	1
COc1cc(OC(=O)c2cccc(Br)c2)ccc1/C=N/Nc1nc(Nc2ccccc2)nc(N2CCOCC2)n1	4
Cc1ccc2cccc(NC(=O)COc3cc(C)c(Cl)c(C)c3)c2n1	-1
CCn1c(CNc2ccc(Cl)cc2)nnc1SCc1ccccc1	-5
CCc1cc(C(=O)NCc2ccccc2)no1	-6
FC(F)(F)c1ccc(Nc2ccnc(Nc3ccc(C(F)(F)F)cc3)n2)cc1	6
COc1cccc(NC(=O)Cn2c(=O)c3cccn3c3ccc(F)cc32)c1	0
Cc1ccc(-n2c(C)cc(/C=C3\C(=N)N4N=CSC4=NC3=O)c2C)cc1	10
Cc1ccc(C)c(S(=O)(=O)NC(C(=O)O)C(C)C)c1 (configuration not stated)	-5
CCOC(=O)C1=C(C)N=c2s/c(=C\c3c4ccccc4cc4ccccc34)c(=O)n2C1c1ccc(OC)c(OC)c1 (configuration not stated)	-3
N#Cc1ccc(C23CC4CC(CC(C4)C2)C3)nc1SCc1ccccn1	11
CCOc1cc(Br)ccc1S(=O)(=O)N(CC)CC	-3
Cc1cccc(NC(=O)Cn2c(=O)n(Cc3ccc4c(c3)OCO4)c(=O)c3oc4ccccc4c32)c1C	-4
CN1CCN(C(=O)c2cnn(-c3cccc(Cl)c3)c2C2CCN(C(=O)OC(C)(C)C)CC2)CC1	10
COc1cc(/C=C/c2noc3c(=O)ccccc23)cc(OC)c1OC	10
COc1ccc(Cl)cc1-n1c(C)cc(C=Nc2ccc(N3CCOCC3)cc2)c1C	1
COc1cc(C2c3c(n[nH]c3C)OC(=N)C2C#N)ccc1OCc1ccccc1 (configuration not stated)	12
O=C(NCC1CCCO1)c1sc2ccccc2c1Cl (configuration not stated)	2
O=C1c2cccc3cccc(c23)C(=O)N1c1ccc(O)cc1	-1
O=C(N/N=C/c1cccc(Cl)c1)c1ccc([N+](=O)[O-])cc1	5
CC1=Nc2c(C(=O)Nc3ccccc3)cnn2C(c2ccccc2[N+](=O)[O-])C1C(=O)Nc1ccc(C)cc1C (configuration not stated)	4
O=C(NC1CC(=O)N(c2ccc(F)cc2)C1)c1ccc2c(c1)OCO2 (configuration not stated)	-11
CC1CCc2c(sc(NC(=O)c3cc4nc(-c5ccc(Cl)cc5)cc(C(F)(F)F)n4n3)c2C#N)C1 (configuration not stated)	2
Cc1nn(C)c(Nc2ccccc2)c1[N+](=O)[O-]	4
COc1ccc(Cl)cc1S(=O)(=O)Nc1cccc(-c2ccc(N3CCCC3)nn2)c1	15
Cc1ccc(-c2cn3nc(N4CCCC(C(=O)NCc5ccc(F)cc5)C4)sc3n2)cc1 (configuration not stated)	-1
COC(=O)c1ccc(NC(=O)CSc2nnc(CSc3nc(C)cc(C)n3)n2C)cc1	-11
C=CCn1c(C)cn2c3c(=O)n(CC(C)C)c(=O)n(C)c3nc12	3
CSCc1ccc2oc(C(=O)O)cc2c1	-3
CCc1nnc2n1N=CC=C(c1ccc(OC)cc1)S2	-2
COCc1[nH]nc2c1C(c1ccc(OC(=O)N3CCOCC3)c(OC)c1)C(C#N)C(=N)O2 (configuration not stated)	-13
O=S(=O)(c1ccc(Sc2ccc(Cl)cc2)cc1)c1ccc(Sc2ccc(Cl)cc2)cc1	1

Seven successive records already listed, quoted:
compound	ROC1-CUL1 inh
CCc1n[nH]c2c1CN(C(=O)C(=O)Nc1cccc(F)c1)CC2	15
COCc1noc(-c2ccc(NCc3cnc4ccccc4c3)nc2)n1	-3
Cc1cccc(NC(=O)N2CCN(C(=O)c3nsc4ccccc34)CC2)c1C	-4
Cc1cc(C)nc(SCCC(=O)Nc2cccc3ccccc23)n1	6
COc1cccc(NC(=O)CSc2nc3c(oc4ccccc43)c(=O)n2Cc2ccco2)c1	-3
N#Cc1cccc2c3c([nH]c12)CCCC3	2
C=CCNC(=S)N/N=C/c1cc(I)c(O)c(OC)c1	-10

Part of the list above, field by field.
O=C1c2cccc3cccc(c23)C(=O)N1c1ccc(O)cc1
  ROC1-CUL1 inh: -1

O=C(N/N=C/c1cccc(Cl)c1)c1ccc([N+](=O)[O-])cc1
  ROC1-CUL1 inh: 5

CC1=Nc2c(C(=O)Nc3ccccc3)cnn2C(c2ccccc2[N+](=O)[O-])C1C(=O)Nc1ccc(C)cc1C (configuration not stated)
  ROC1-CUL1 inh: 4

O=C(NC1CC(=O)N(c2ccc(F)cc2)C1)c1ccc2c(c1)OCO2 (configuration not stated)
  ROC1-CUL1 inh: -11

Carrying on.
compound	ROC1-CUL1 inh
Cc1n[nH]c(C)c1S(=O)(=O)N(CC(=O)NC(C)c1ccccc1)c1ccc(C(C)C)cc1 (configuration not stated)	-6
O=C(Nc1ccccc1)c1ccccc1N=Cc1cc2c(cc1[N+](=O)[O-])OCO2	-12
COc1ccc(C)cc1S(=O)(=O)N(C)CC(=O)Nc1ccc(Br)cc1F	7
O=C(COc1ccc(Br)cc1)Nc1ccc(OC(F)F)cc1	12
CCOC(=O)N1CCc2c(sc3nc4n(c(=O)c23)N=C(C)CS4)C1	1
Cn1cc(CN2CCN(CC3CCCCC3)C(CCO)C2)cn1 (configuration not stated)	2
CCn1cc2nc(SCc3ccc(C)cc3)n(CCc3ccccc3)c(=O)c2n1	1
O=C1SCCC1NS(=O)(=O)c1cc(Cl)ccc1Cl (configuration not stated)	5
CN(C)C(O)Cn1c2ccc(Br)cc2c2cc(Br)ccc21 (configuration not stated)	14
CC(C)(C)C(=O)CSc1nc2ccccc2c(=O)n1Cc1ccccc1	4
CC1=NN(c2ccc(F)cc2)C(=O)C1C=Nc1cccc2ccccc12 (configuration not stated)	-8
O=C(NCCOc1ccccc1)c1ccc(C(=O)c2ccccc2)cc1	-2
CN1c2ccc(Cl)cc2-c2nc(SCC(=O)NCc3ccccc3)ncc2S1(=O)=O	-14
O=C1C(=NCc2cccs2)C(Cl)C(=O)c2ccccc21 (configuration not stated)	-12
CC(=O)N1N=Cc2ccccc2C1C#N (configuration not stated)	-15
CCOC(=O)c1scc(-c2ccc(C)cc2)c1S(=O)(=O)N1CCN(c2ccccc2F)CC1	-4
CC1(C(=O)O)Sc2ccccc2NC1=O (configuration not stated)	-4
CCN(C(=O)c1cccn(Cc2ccccc2C)c1=O)c1ccccc1	7
O=C(Nc1ccc(Cl)cc1)c1nn2c(C(F)(F)F)cc(-c3cc(Br)cs3)nc2c1Br	-2
O=S1(=O)c2ccccc2C2CCCCC21 (configuration not stated)	2
O=[N+]([O-])c1cc(Cc2ccccc2)cc(C=Nc2ccc3c(c2)oc2ccccc23)c1O	-5
O=C1/C(=C\c2ccc3ccccc3c2)CCCc2ccccc21	0
COc1ccc(CC2(CCC(=O)NCCc3ccc(Cl)cc3)CCC(=O)N2)c2ccccc12 (configuration not stated)	13
CN(N)c1nc(N2CCOCC2)nc(N2CCOCC2)n1	-5
COc1cccc2c1C(=O)c1ccc3ccccc3c1C2=O	6
Fc1cccc(Cl)c1CSc1nnc(-c2ccccc2)o1	-6
CCOC(=O)N1CCN(C2c3ccccc3CSc3sccc32)CC1 (configuration not stated)	-13
CCN(CC)CCOC(=O)C1C(C)=NC(C)=C(C(=O)OCCNC(=O)c2ccccc2O)C1c1cccc([N+](=O)[O-])c1 (configuration not stated)	-4
O=C(Cn1nc(C(F)(F)F)c2c1CCCC2)NCc1ccc(F)cc1	-6
CC1(C)CC(=O)C2C(=Nc3ccccc3NC2/C(Br)=C/c2ccccc2)C1 (configuration not stated)	-4
Cc1ccc(CSc2nc(-c3ccccc3C)nc3c2Cc2c(CO)cnc(C)c2O3)cc1	-11
CCOc1ccccc1N=C(N)N=C(N)N	2
Cc1c(Cl)cccc1NC(=O)C(=O)NCCc1csc(-c2cccc(F)c2)n1	-8
COc1ccc(C(=O)Nc2ccc3oc(-c4cc(C)cc(C)c4)nc3c2)cc1[N+](=O)[O-]	0
COc1cccc(-n2cnc(=O)c3cccnc32)c1	1
CCCOc1ccc(-c2cc(C(F)(F)F)c(C#N)c(SCCC(=O)O)n2)cc1	6
c1ccc(COc2ccc(-c3cnc4ccccc4n3)cc2)cc1	-9
CCN(CC)CCCNC(=O)c1ccc(-c2nc(CN3CCc4ccccc43)c(C)o2)cc1	-16
COc1ccc(-n2c(Cc3ccccc3)nnc2SCC(=O)Nc2ccc(Br)cc2Cl)cc1	0
CCOCC(=O)Nc1ccc(Br)c(C)c1	-8
CC(C)CC(C)NC(=O)c1ccccc1Cl (configuration not stated)	-3
COC(=O)CN1CCN(C(=O)c2ccco2)CC1	3
COc1ccccc1-c1nnc2sc(-c3ccncc3)nn12	1
CCNc1nc(Oc2ccc(OCC(=O)OC)nn2)nc(N2CCOCC2)n1	4
Cc1ccc(OCC(=O)Nc2nnc(SCc3ccc(Cl)cc3)s2)cc1C	-10
Cc1ccc(COc2ccccc2-c2cc(C(=O)N/N=C\c3c[nH]c4ccccc34)[nH]n2)cc1	7
O=C(NCc1cccnc1N1CCOCC1)c1cccc2nccnc12	0
CN(Cc1ccc(-c2nc(C3CCNCC3)cc(=O)[nH]2)cc1)Cc1ccn[nH]1	4
CCCC(CCC)C(=O)Nc1cc(-c2cn3cccnc3n2)ccc1OC	6
Cc1cn2c3c(=O)n(Cc4ccccc4F)c(=O)n(C)c3nc2n1C	-11
O=C(Nc1ccc(Br)cc1F)c1ccc2nc(CCc3ccccc3)oc2c1	6
CCOC(=O)C(NC(=O)CC)(Nc1sc2c(c1C#N)CCCC2)C(F)(F)F (configuration not stated)	-6
COc1cccc(CC2=NOC(C(=O)N3CCC(C(O)(c4ccccc4)c4ccccc4)CC3)C2)c1 (configuration not stated)	-2
Cc1ccc(Cn2c(CO)cnc2SCc2ccc(F)cc2)cc1	0
CCCCOc1ccc(C(=O)Nc2cccc(-c3nc4cc(Cl)ccc4o3)c2)cc1	-8
Cc1ccc(NC(=O)c2cnc(SCC(=O)Nc3cc(C)on3)n(C)c2=O)cc1	-2
C=C(C)Cc1c(C)nc(SCc2c(Cl)cccc2Cl)[nH]c1=O	8
O=C(N/N=C/c1c[nH]c2ccccc12)c1ccc(C(=O)N/N=C/c2c[nH]c3ccccc23)o1	6
CCOC(=O)c1c(NC(=O)c2c(CC)noc2C)sc(C)c1C	-3
c1ccc(-c2cn(C3CCN(Cc4nc5ccccc5[nH]4)CC3)nn2)cc1	-5
Cc1cccc(NC(=O)Cn2c(=O)oc3cc(S(=O)(=O)NC4CCCC4)ccc32)c1	8
